Assay outcomes from PubChem.
ALOX15 inhib: 15-hLO (ALOX15) enzyme inhibition; Potency, µM (highest dose often 57.1 µM), inactives show at the top dose activity change, negative = inhibition, actives largely listed as inhibitors; actives 1.4% (n = 74,000); AID 887; purified 15hLO-1, xylenol orange hydroperoxide absorbance; P16050; note: potency is the fitted concentration of half-maximal effect; % is set by controls: 0 for no effect and ±100 for the full control effect; nearly all actives have a fitted effect of over 55% in size
Target sequence (P16050 whole entry, looked up): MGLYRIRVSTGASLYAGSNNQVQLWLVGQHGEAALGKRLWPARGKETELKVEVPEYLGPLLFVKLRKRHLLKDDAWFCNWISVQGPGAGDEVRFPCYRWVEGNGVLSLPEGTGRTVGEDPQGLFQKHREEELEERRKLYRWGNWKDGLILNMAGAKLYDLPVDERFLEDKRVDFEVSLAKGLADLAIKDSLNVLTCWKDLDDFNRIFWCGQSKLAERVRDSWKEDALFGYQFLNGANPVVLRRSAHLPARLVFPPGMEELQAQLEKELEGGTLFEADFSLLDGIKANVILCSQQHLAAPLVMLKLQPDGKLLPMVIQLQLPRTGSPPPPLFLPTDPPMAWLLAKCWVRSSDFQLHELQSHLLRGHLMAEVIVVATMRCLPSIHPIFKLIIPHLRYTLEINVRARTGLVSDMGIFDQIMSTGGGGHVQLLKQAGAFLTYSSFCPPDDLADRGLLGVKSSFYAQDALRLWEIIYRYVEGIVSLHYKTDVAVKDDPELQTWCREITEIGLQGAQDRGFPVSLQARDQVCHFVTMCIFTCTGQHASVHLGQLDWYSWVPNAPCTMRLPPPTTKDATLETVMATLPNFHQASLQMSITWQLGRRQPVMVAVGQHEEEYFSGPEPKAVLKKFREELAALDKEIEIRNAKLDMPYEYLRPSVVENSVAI
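Inhibition is scored from a chromogenic endpoint. After 15 min enzyme-compound contact, arachidonic acid (50 uM final) reacts 6 min with 40 nM 15hLO-1 at room temperature, then Fe-XO reagent is added for 30 min and absorbance ratio recorded.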
Pol III holo inh: DNA polymerase III holoenzyme inhibition | actives 0.25% (n = 71,000) | AID 603 | reconstituted DNA polymerase III holoenzyme replication, biochemical | Potency, µM (top dose mostly 57.1 µM), for the others: at the highest dose activity change, negative = inhibition; note: potency is the fitted concentration of half-maximal effect; % is set by controls: 0 for no effect and ±100 for the full control effect
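Reconstituted *E. coli* holoenzyme (0.35 nM Pol III, 1 nM beta, 154 nM SSB, 2 nM primase) was preincubated with compound for 15 min at RT. Synthesis on 1.4 nM ssM13Gori ran 35 min, then was stopped with PicoGreen/EDTA and read as dsDNA fluorescence.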
UbGFP stabilizer: ubiquitin-GFP accumulation via proteasome inhibition; 67,000 tested, under 10 active; Ubiquitin-GFP reporter cells, proteasome inhibition, GFP fluorescence; response scale: untreated = 0%, 10 µM MG-132 = 100%; Potency, µM (titrated, usually from 45.9 µM), for the others: top-dose activation (GFP accumulation), actives largely listed as activators; active = well fitted activation curve with a large enough effect, not every such curve was filed as active; inconclusive = small, poorly fitted or top-dose-only effect, or another doubt; inactive = no such curve, though single readings can be large or run the other way; note: potency is the fitted concentration of half-maximal effect
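U2OS Ub(G76V)-GFP reporter; O/N plating, 0.5% FBS; cpd 46 uM–2.9 nM, 4 h, 37 °C; GFP+ cell count, 488/515 nm; norm. to basal vs 10 uM MG-132; CRC fit.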
4MU fluor: compounds fluorescent in 4-MU spectral region; compound autofluorescence, 340/450 nm, 4-MU equivalents; stronger effect = higher value; max dye-equivalent concentration, M; actives 11% (n = 59,000); in the data active = max dye-equivalent concentration above about 10 nM; inconclusive = mostly about 1.1 nM to 9.6 nM
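Compounds in 100 mM Tris, pH 8.0, sat 15 min at room temperature before fluorescence was read at 340 nm excitation/450 nm emission; a per-plate six-point 4-MU standard curve converted signals to dye-equivalent concentration at each compound concentration.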
Rhodamine autofl: rhodamine region autofluorescence; Rhodamine-region fluorescence, 547/598 nm, Tris buffer; stronger effect = higher value; AID 594; max dye-equivalent concentration, M; actives 0.05% (n = 59,000); in the data active = max dye-equivalent concentration above about 11 nM; inconclusive = between about 1.1 nM and that limit
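qHTS spectral profiling of compounds without any target or enzyme present, in pH 8.0 Tris buffer; plates were read after a 15-minute room-temperature incubation using the rhodamine-region filter set.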
HBB splicing: alters splicing of the hemoglobin beta chain; HBB splicing reporter cell assay, activation; EGFP reporter with mutant IVS2-654 intron; response scale: normalised to 500 nM splice-correcting PNA; Potency, µM (doses to about 46.1 µM), for inactives: at the top dose activation, hits mostly activators; actives 0.06% (n = 65,000); AID 925; note: potency is the fitted concentration of half-maximal effect; 0% is about no effect
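Compounds were applied for 2 days to HeLa EGFP-654 cells, 500/well in Optimem with 2% FCS. The reporter's EGFP is disrupted by mis-splicing of beta-globin intron IVS2-654. Readout: summed well GFP fluorescence from 488 nm laser scanning; reference was 500 nM antisense […] 654 PNA.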
Epigenetic mod: derepresses silenced GFP locus in mouse C127i cells | actives 0.09% (n = 68,000) | Potency, µM (top dose mostly 46.1 µM), for the others: top-dose GFP derepression (activation) | mouse C127i GFP locus derepression, cytometry, 30 h | AID 597; note: % of control where 0% means no effect
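Read-out is the number of GFP-positive cells, scored as fluorescent objects 20 to 120 um wide, reflecting derepression of a silenced CMV-GFP reporter in murine C127i cells after 30 h compound exposure at 37 C.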
Fluorescein fluor: compound fluoresces in the fluorescein spectral region; Compound autofluorescence, 480/540 nm, fluorescein-equivalent; stronger effect = higher value; max fluorescein-equivalent concentration, M; actives 0.91% (n = 59,000); AID 593; in the data active = max fluorescein-equivalent concentration above about 10 nM; inconclusive = between about 1.1 nM and that limit
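Normalized response (dye-equivalent concentration) derives from comparing each well's 540 nm emission, under 480 nm excitation, with plate-resident fluorescein standards. Compounds were held in 100 mM Tris, pH 8.0, for 15 min at room temperature.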
HADH2 inh: inhibitors of human HADH2 dehydrogenase. Q99714. recombinant HADH2, NADH fluorescence, beta-hydroxybutyryl-CoA. Potency, µM (highest dose often 57.1 µM), without a hit: at the highest dose activity change, negative = inhibition, usual class: inhibitors. actives 3.4% (n = 73,000). AID 886; note: potency is the fitted concentration of half-maximal effect; % is set by controls: 0 for no effect and ±100 for the full control effect; nearly all actives have a fitted effect of over 60% in size; many of its hits are not listed in these tables
Target sequence (Q99714 whole entry, looked up, one chain of several): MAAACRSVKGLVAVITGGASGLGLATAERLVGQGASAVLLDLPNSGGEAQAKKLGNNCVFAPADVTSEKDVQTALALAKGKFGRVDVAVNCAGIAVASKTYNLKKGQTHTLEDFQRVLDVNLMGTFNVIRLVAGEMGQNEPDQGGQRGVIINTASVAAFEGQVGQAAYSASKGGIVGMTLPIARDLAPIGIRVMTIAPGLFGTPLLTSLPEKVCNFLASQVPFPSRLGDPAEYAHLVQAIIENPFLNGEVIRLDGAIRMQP
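His-tagged recombinant enzyme from E. coli, 20 nM, preincubated 15 min RT with compound; reaction started with 1 mM NAD+ and 90 uM beta-hydroxybutyryl-CoA in 100 mM Tris-HCl pH 9.0. NADH fluorescence (ex 360/em 450) read over 4 min; last-minus-first difference.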
Hsp90 Hop PPI: changes Hsp90-Hop TPR2A binding signal, up or down. AID 595. Potency, µM (top dose mostly 57 µM), for the others: top-dose activity change, negative = inhibition. actives 0.44% (n = 71,000). AlphaScreen TPR2A-His6 binding biotin-Hsp90 C-terminal peptide; active = well fitted curve in either direction with a large enough effect; inconclusive = small, poorly fitted or top-dose-only effect, or another doubt; note: potency is the fitted concentration of half-maximal effect; % is set by controls: 0 for no effect and ±100 for the full control effect; many of its hits are not listed in these tables
TexasRed autofl: Texas Red region autofluorescence. max dye-equivalent concentration, M. actives 0.06% (n = 59,000). AID 587. Compound fluorescence, Texas Red channel, 547/618 nm; stronger effect = higher value; in the data active = max dye-equivalent concentration above about 10 nM; inconclusive = between about 1.1 nM and that limit
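Pin-transferred compounds and Texas Red standards go into 100 mM Tris buffer, pH 8.0. After 15 min at room temperature, plates are imaged with 547/618 nm filters. Each value is a dye-equivalent concentration derived from the per-plate dye curve.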
An asterisk follows results filed as active; [ ] = another dose, or the depositor's remark. Unless noted, calls come from the whole dose curve; as a rule, active = well fitted curve in the direction sought with a large enough effect; inconclusive = small, poorly fitted or top-dose-only effect, or another doubt; inactive = no such curve, though single readings can be large; an effect the other way counts as inactive or inconclusive. A portion of the library; the hit share may differ from the screen's.

Results for CC(=O)O[C@H]1C[C@H]2CC[C@@H]3[C@H]4C[C@@H]([N+]5(C)CCCCC5)[C@@H](OC(C)=O)[C@]4(C)CC[C@@H]3[C@@]2(C)C[C@@H]1[N+]1(C)CCCCC1 ?
ALOX15 inhib: -15%[25.6 µM]; Pol III holo inh: -1%; UbGFP stabilizer: 0%; Epigenetic mod: 3%; HADH2 inh: 2%; Hsp90 Hop PPI: 4%

How did O=C1c2ccccc2C(Nc2ccc(S(=O)(=O)N3CCOCC3)cc2)N1c1cccnc1 (stereo unspecified) do in these assays?
ALOX15 inhib: -2%; Pol III holo inh: -4%; UbGFP stabilizer: 3%; HBB splicing: 0.0%; HADH2 inh: -3%; Hsp90 Hop PPI: -3%[2.3 µM]

What do the screens show for `CCOc1ccc(C)cc1S(=O)(=O)NC1CCCCC1`?
ALOX15 inhib: -8%; Pol III holo inh: 1%; UbGFP stabilizer: -6%; 4MU fluor: inactive; Rhodamine autofl: inactive; HBB splicing: 6.0%; Epigenetic mod: 3%; Fluorescein fluor: inactive; HADH2 inh: 3%; Hsp90 Hop PPI: 3%; TexasRed autofl: inconclusive

What do the screens show for `COC(=O)CNC(=O)C1(CC(C)C)C=CCN1C(C)=O` (stereo unspecified)?
ALOX15 inhib: 16%; Pol III holo inh: 4%; HBB splicing: 0.6%; HADH2 inh: -14%; Hsp90 Hop PPI: 3%

How did N#CCCn1c(=O)c(-c2cc(F)cc(F)c2)nc2cnc(Nc3ccccc3)nc21 do in these assays?
ALOX15 inhib: 10%; Pol III holo inh: -15%; UbGFP stabilizer: 0%; 4MU fluor: inactive; Rhodamine autofl: inactive; HBB splicing: 1.4%; Epigenetic mod: -4%[9.22 µM]; Fluorescein fluor: inactive; HADH2 inh: -4%; Hsp90 Hop PPI: -4%; TexasRed autofl: inactive

What do the screens show for `COc1ccc(OC)c2[nH]c(=O)c(CCNC(=O)COc3ccccc3)cc12`?
ALOX15 inhib: -15%; Pol III holo inh: -2%; UbGFP stabilizer: -9%; 4MU fluor: inconclusive; Rhodamine autofl: inactive; HBB splicing: -0.3%; Epigenetic mod: -1%; Fluorescein fluor: inconclusive; HADH2 inh: 2%; Hsp90 Hop PPI: inconclusive; TexasRed autofl: inactive

How did O=c1c2c3c(sc2ncn1/N=C/c1ccco1)CCCC3 do in these assays?
ALOX15 inhib: -10%; Pol III holo inh: -10%; UbGFP stabilizer: 10%; HBB splicing: 0.6%[9.22 µM]; Epigenetic mod: 0%; HADH2 inh: 10%; Hsp90 Hop PPI: -5%

Results for COc1cccc(N2C(=O)C(O)=C(C(C)=O)C2c2ccc(OC)c(OC)c2)c1 (stereo unspecified) ?
4MU fluor: inactive; Rhodamine autofl: inactive; Epigenetic mod: 2%[20.6 µM]; Fluorescein fluor: inconclusive; TexasRed autofl: inactive

What do the screens show for `Cc1cc(NS(=O)(=O)c2ccccc2)no1`?
ALOX15 inhib: 5%; Pol III holo inh: -2%; UbGFP stabilizer: -11%; HBB splicing: 1.3%; HADH2 inh: -1%; Hsp90 Hop PPI: -1%[2.3 µM]

Results for COCCN(CC(=O)NCc1ccc(F)cc1)C(=O)CCC(=O)Nc1nccs1 ?
ALOX15 inhib: 8%; Pol III holo inh: -3%; UbGFP stabilizer: -6%; 4MU fluor: inactive; Rhodamine autofl: inactive; HBB splicing: -0.2%[57.5 µM]; Epigenetic mod: 2%; Fluorescein fluor: inactive; HADH2 inh: -3%; Hsp90 Hop PPI: 0%; TexasRed autofl: inactive

How did Cc1ccc(C(=O)Nc2nc3c(s2)CCCC3)o1 do in these assays?
ALOX15 inhib: -17%; Pol III holo inh: -4%; UbGFP stabilizer: -3%; 4MU fluor: 3.2e-07M*; Rhodamine autofl: inactive; HBB splicing: -2.0%; Epigenetic mod: 3%; Fluorescein fluor: inconclusive; HADH2 inh: 25µM*; Hsp90 Hop PPI: 7%; TexasRed autofl: inactive

What do the screens show for `Cc1cccc(OCc2nnc(SCn3nnc4ccccc4c3=O)o2)c1`?
ALOX15 inhib: -1%; Pol III holo inh: -6%; UbGFP stabilizer: 6%; 4MU fluor: inactive; Rhodamine autofl: inactive; HBB splicing: -0.4%[57.5 µM]; Epigenetic mod: 1%; Fluorescein fluor: inconclusive; HADH2 inh: -9%; Hsp90 Hop PPI: 2%; TexasRed autofl: inconclusive

What do the screens show for `O=C(c1cc2ccccc2oc1=O)N1CCN(c2ccccn2)CC1`?
ALOX15 inhib: 7%; Pol III holo inh: -4%; UbGFP stabilizer: 1%; 4MU fluor: inactive; Rhodamine autofl: inactive; HBB splicing: -3.1%; Epigenetic mod: 0%; Fluorescein fluor: inconclusive; HADH2 inh: -1%; Hsp90 Hop PPI: -2%; TexasRed autofl: inactive

Results for CCN(CC)C(=O)C1CCC(C)(C(=O)O)C1(C)C (stereo unspecified) ?
ALOX15 inhib: 6%; Pol III holo inh: -8%; UbGFP stabilizer: -5%; 4MU fluor: inactive; Rhodamine autofl: inactive; Epigenetic mod: 0%; Fluorescein fluor: inactive; HADH2 inh: 10%; Hsp90 Hop PPI: 1%; TexasRed autofl: inconclusive

What do the screens show for `Cc1ccc(Cl)cc1NC(=O)CSc1nnc(C)n1-c1ccccc1`?
ALOX15 inhib: 1%; Pol III holo inh: -8%; UbGFP stabilizer: 1%; 4MU fluor: inactive; Rhodamine autofl: inactive; Epigenetic mod: -1%; Fluorescein fluor: inactive; HADH2 inh: 19%; Hsp90 Hop PPI: -6%; TexasRed autofl: inactive

How did COc1ccc(C2(O)CCN(CCCCOc3ccccc3)CC2)cc1 do in these assays?
ALOX15 inhib: 2%; Pol III holo inh: -4%; UbGFP stabilizer: 1%; 4MU fluor: inactive; Rhodamine autofl: inactive; Epigenetic mod: -3%; Fluorescein fluor: inactive; HADH2 inh: -1%; Hsp90 Hop PPI: -2%; TexasRed autofl: inactive

What do the screens show for `O=C1c2ccccc2NC(c2ccccn2)N1c1ccc(Cl)cc1` (stereo unspecified)?
ALOX15 inhib: 9%; Pol III holo inh: 5%; UbGFP stabilizer: -3%; 4MU fluor: 4.9e-07M*; Rhodamine autofl: inactive; HBB splicing: 0.0%[57.5 µM]; Epigenetic mod: 2%; Fluorescein fluor: inactive; HADH2 inh: inconclusive; Hsp90 Hop PPI: -6%; TexasRed autofl: inactive

What do the screens show for `Cc1ccc2nc(Nc3nc(C)cc(C(F)(F)F)n3)nc(C)c2c1`?
ALOX15 inhib: 0%; Pol III holo inh: -4%; UbGFP stabilizer: -8%; 4MU fluor: inconclusive; Rhodamine autofl: inactive; Epigenetic mod: 5%; Fluorescein fluor: inactive; HADH2 inh: -9%; Hsp90 Hop PPI: -1%; TexasRed autofl: inactive

Results for CCCCC(=O)NCCc1cc2ccc(OC)cc2[nH]c1=O ?
ALOX15 inhib: -1%; Pol III holo inh: -4%; UbGFP stabilizer: -9%; 4MU fluor: inactive; Rhodamine autofl: inactive; HBB splicing: 0.1%; Epigenetic mod: 1%; Fluorescein fluor: inactive; HADH2 inh: -16%; Hsp90 Hop PPI: 1%; TexasRed autofl: inactive

Results for Cc1ccc(CN2CCNC(=O)C2CC(=O)O)cc1 (stereo unspecified) ?
ALOX15 inhib: -11%; Pol III holo inh: -2%; UbGFP stabilizer: 0%; HBB splicing: 0.9%; HADH2 inh: -6%; Hsp90 Hop PPI: 1%

How did Cc1ccc(-c2nc(CS(=O)CC(=O)NCc3ccc(Cl)cc3)c(C)o2)cc1 (stereo unspecified) do in these assays?
ALOX15 inhib: -14%; Pol III holo inh: 4%; UbGFP stabilizer: 6%; HBB splicing: -0.5%; HADH2 inh: -11%; Hsp90 Hop PPI: -2%[2.3 µM]

What do the screens show for `Cn1c(=O)c2[nH]c(CCCc3ccc([N+](=O)[O-])cc3)nc2n(C)c1=O`?
ALOX15 inhib: 3%[11.4 µM]; Pol III holo inh: -16%[11.4 µM]; UbGFP stabilizer: -3%[9.17 µM]; 4MU fluor: inconclusive; Rhodamine autofl: inactive; HBB splicing: 3.6%[9.22 µM]; Epigenetic mod: -1%[9.22 µM]; Fluorescein fluor: inconclusive; HADH2 inh: 10%[11.4 µM]; Hsp90 Hop PPI: -3%[11 µM]; TexasRed autofl: inactive
